S1P2 antag: human S1P2 receptor antagonists, primary screen, cell-based; 97,000 compounds, 0.21% hits; AID 736, 2007; Sphingosine 1-phosphate receptor 2 (Homo sapiens), O95136; cell-based S1P2 antagonist assay, inhibition at 5 uM; inhibition, % at 5 µM; in the data active = inhibition above about 45%;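 also: CRE beta-lactamase reporter cells expressing human S1P2 stimulated with S1P; 0% = agonist at EC80 alone and 100% = agonist plus reference antagonist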
sEH activator: soluble epoxide hydrolase activators, primary screen, biochemical, human sEH; AID 717, 2007; purified human sEH enzymatic activity, activator screen; 91,000 compounds, 0.04% hits; activation, % at 2 µM; in the data active = activation above about 37%; also: values of inactives mirror those of a sister screen read the other way
H69AR inhibit: proliferation blockers of H69AR lung cancer cells, primary screen, cell-based, human, 86K library. H69AR lung tumor viability, ATP luminescence, 72 h; stronger effect = lower value. viability, % at 10 µM. 85,000 compounds, 6% hits. AID 598, 2007;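 active = viability at or below 40%; inactive = viability above 40%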;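 also: multidrug resistant small cell line overexpressing MRP-1 efflux transporter; 100% = mean luminescence of untreated control wells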
Fibroblast inh: antiproliferative effect on LL 47 fibroblasts – human, LL 47 cells, CellTiter-Glo luminescence, primary screen; LL 47 human lung fibroblast viability, ATP luminescence; stronger effect = lower value; 85,000 compounds, 1.1% hits; viability, % at 10 µM;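 active = viability at or below 50% in the single dose screen; inactive = viability above 50%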;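 also: compound exposure lasted 72 h before the ATP readout; 100% = median luminescence of untreated cell-only wells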
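Material: Human LL 47 lung fibroblast cells | Input: 1,150 cells/well | Buffer or medium: IMEM plus 15% FBS | Compound dosing: 0.1% DMSO in all compound wells | Times: Overnight cell rest, 72 h compound treatment at 37 °C | Signal: CellTiter-Glo luminescence measuring cellular ATP | Measure: % viability versus median cells-only luminescence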
HUVEC inhibit: inhibitors of HUVEC proliferation, primary screen, cell-based, 384-well. CellTiter-Glo luminescence, 72 h; stronger effect = lower value. viability, % at 10 µM (by protocol). 86,000 compounds, 1.1% hits;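 active = viability at or below 30%; inactive = viability above 30%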;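 also: 100% = median luminescence of DMSO-only cell control wells on each plate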
sEH inh: soluble epoxide hydrolase inhibitors, primary screen, biochemical, human sEH; inhibition, % at 2 µM; recombinant human sEH enzymatic activity assay; 91,000 compounds, 0.34% hits; Bifunctional epoxide hydrolase 2 (Homo sapiens), P34913; in the data active = inhibition above about 80%; also: values of inactives mirror those of a sister screen read the other way; many of its hits are not listed in these tables
PostGolgi ctrl: growth inhibition of yeast control strain, primary screen, counter-screen for post-Golgi transport modulator project; AID 738, 2007; efflux-deficient yeast background strain, growth absorbance A615, 16 h; 98,000 compounds, 5% hits; inhibition, % at 10 µM; in the data active = inhibition above about 30%
PTPN22 act: LYP phosphatase activators, primary screen, biochemical, DiFMUP fluorescence, 2 µM | Tyrosine-protein phosphatase non-receptor type 22 (Homo sapiens), Q9Y2R2 | recombinant LYP; 0 = plate median, 100 = signal doubled | activation, % at 2 µM | 96,000 compounds, 0.11% hits | AID 697, 2007;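 active = activation at 2 µM above a set limit, the mean plus 5 SD, cut at about 37% in these data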
Target sequence (Q9Y2R2 whole entry, looked up): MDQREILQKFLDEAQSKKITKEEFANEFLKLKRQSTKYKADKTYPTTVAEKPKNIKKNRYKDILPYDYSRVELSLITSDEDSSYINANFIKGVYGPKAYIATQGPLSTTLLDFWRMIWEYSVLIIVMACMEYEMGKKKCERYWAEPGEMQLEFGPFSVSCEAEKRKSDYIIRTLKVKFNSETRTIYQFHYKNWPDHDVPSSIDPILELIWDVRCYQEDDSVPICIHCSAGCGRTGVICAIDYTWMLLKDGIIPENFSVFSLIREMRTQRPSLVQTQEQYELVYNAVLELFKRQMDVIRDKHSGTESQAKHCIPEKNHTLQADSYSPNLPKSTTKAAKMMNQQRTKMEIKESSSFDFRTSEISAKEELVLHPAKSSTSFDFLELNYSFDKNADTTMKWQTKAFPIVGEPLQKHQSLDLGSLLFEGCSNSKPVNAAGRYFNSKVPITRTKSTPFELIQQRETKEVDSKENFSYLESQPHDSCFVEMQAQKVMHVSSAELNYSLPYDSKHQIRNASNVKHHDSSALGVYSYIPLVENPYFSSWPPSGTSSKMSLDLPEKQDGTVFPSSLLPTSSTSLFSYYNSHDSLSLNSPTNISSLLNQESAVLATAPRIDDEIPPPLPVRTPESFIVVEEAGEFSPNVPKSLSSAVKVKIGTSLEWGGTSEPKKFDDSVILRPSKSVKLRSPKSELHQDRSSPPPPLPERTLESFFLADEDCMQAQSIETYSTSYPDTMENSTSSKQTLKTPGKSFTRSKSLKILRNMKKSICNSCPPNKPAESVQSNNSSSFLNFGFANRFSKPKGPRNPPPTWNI
S1P2 agonist: S1P2 receptor agonists, primary screen, cell-based; 97,000 compounds, 0.46% hits; activation, % at 4.5 µM; AID 729, 2007; S1P2-expressing cell line, agonist reporter read-out; Sphingosine 1-phosphate receptor 2 (Homo sapiens), O95136; in the data active = activation above about 16%;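 also: 0% = vehicle low control and 100% = maximal reference agonist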
Active calls of the source: *; . = no result given. Some of the compounds tested, so the mix of outcomes need not match the whole.

#1 CCOC(=O)c1[nH]c2ccc(OC)cc2c1NC(=O)N1CCOCC1
#2 CCN(CC)S(=O)(=O)c1ccc(C)c(C)c1
#3 COC(=O)CSc1nnc(-c2ccco2)n1Cc1ccco1
#4 Cn1c(=O)[nH]c(=O)c2c1nc(N1CCN(c3cccc(Cl)c3)CC1)n2CCCc1ccccc1
#5 O=C(CSc1nnc(-c2ccncc2)n1Cc1ccco1)N1c2ccccc2Sc2ccc(Cl)cc21
#6 Cc1cc(C)n(-c2nc3c(c(=O)[nH]c(=O)n3C)n2Cc2ccccc2)n1
#7 CC(C)OC(=O)c1c(NC(=O)c2cnn3c2NC(c2ccccc2)CC3C(F)(F)F)sc2c1CCCC2 (configuration not stated)
#8 O=C(CC(=O)c1ccccc1)Nc1ccc2c(c1)OCCO2
entry no.,1,2,3,4,5,6,7,8
sEH activator,22,4,7,0,27,13,2,-4
PTPN22 act,0,15,0,-10,0,1,2,-2
PostGolgi ctrl,-6,21,-3,5,.,12,-2,3
S1P2 agonist,-3,-5,-4,-2,-7,-3,-6,-6
sEH inh,-20,-5,-7,3,-23,-13,-1,4
HUVEC inhibit,88,90,100,93,88,96,.,97
H69AR inhibit,82,82,88,.,90,101,.,93
Fibroblast inh,102,100,105,98,94,97,.,99
S1P2 antag,16,8,8,-11,5,1,1,20

Retrieved by compound from above, two records:
#7 CC(C)OC(=O)c1c(NC(=O)c2cnn3c2NC(c2ccccc2)CC3C(F)(F)F)sc2c1CCCC2 (configuration not stated)
#2 CCN(CC)S(=O)(=O)c1ccc(C)c(C)c1
entry no.,7,2
sEH activator,2,4
PTPN22 act,2,15
PostGolgi ctrl,-2,21
S1P2 agonist,-6,-5
sEH inh,-1,-5
HUVEC inhibit,.,90
H69AR inhibit,.,82
Fibroblast inh,.,100
S1P2 antag,1,8

More compounds.
#9 COc1ccccc1N1CCN(C(=O)c2ccncc2)CC1
#10 Cc1cc(C)n(-c2cc(Oc3ccccc3)ncn2)n1
#11 Cc1ccc(C)c(N2CCN(C(=O)C3CCN(c4nc(C)cc(C)n4)CC3)CC2)c1
#12 CCOC(=O)c1ccc(CC2S/C(=C(\C#N)C(C)=O)NC2=O)cc1 (configuration not stated)
#13 Clc1ccc2c(NNc3ccccc3Cl)ccnc2c1
#14 Cc1occc1C(=O)NN=C1C2CC3CC(C2)CC1C3
#15 CCn1c(SCC(=O)N2CCCCC2)nc(O)cc1=O
#16 C=CCN(C#N)c1nc(OC)nc(N2CCCC2)n1
entry no.,9,10,11,12,13,14,15,16
sEH activator,20,2,17,-2,-8,-3,.,1
PTPN22 act,-9,4,-2,-5,-6,2,-5,12
PostGolgi ctrl,-3,-10,46*,10,2,.,-3,6
S1P2 agonist,-6,-6,0,-1,-11,-3,-8,3
sEH inh,-20,-6,-17,4,8,3,.,-1
HUVEC inhibit,89,94,93,86,.,110,99,110
H69AR inhibit,92,100,92,82,.,100,91,93
Fibroblast inh,94,102,101,99,.,104,98,105
S1P2 antag,11,-12,-5,-20,0,9,10,-7

#17 CC(=O)c1cccc(NC(=O)C2CC(=O)N(Cc3ccccc3)C2)c1 (configuration not stated)
#18 CCN(CCNC(=O)CC1Oc2ccccc2NC1=O)c1ccccc1 (configuration not stated)
#19 CC(=O)c1cccc(NC(=O)CN(c2ccccc2)S(C)(=O)=O)c1
#20 Nc1cc(-c2ccc(Cl)cc2)nn1S(=O)(=O)c1ccccc1
#21 Cc1ccc(C(=O)Nn2cnnc2)cc1[N+](=O)[O-]
#22 O=C(O)c1nn(-c2ccc(Cl)cc2)ccc1=O
#23 CCOC(=O)c1cnn(-c2nc(-c3ccc(F)cc3)cs2)c1C(F)(F)F
#24 O=C(CSc1nnnn1-c1ccc(O)cc1)Nc1ccc(N2CCOCC2)c(Cl)c1
entry no.,17,18,19,20,21,22,23,24
sEH activator,-6,-8,.,-4,-5,22,13,-65
PTPN22 act,-11,5,.,4,-8,11,40*,15
PostGolgi ctrl,13,10,2,14,.,13,12,0
S1P2 agonist,-4,-4,.,-4,-7,-2,-2,-3
sEH inh,7,9,.,1,7,-23,-12,65
HUVEC inhibit,96,98,86,97,.,101,.,73
H69AR inhibit,86,93,95,96,.,95,.,46
Fibroblast inh,107,106,103,104,.,105,.,95
S1P2 antag,-20,9,.,-2,11,13,6,6

#25 Cn1c(C(=O)N2CCC(C(=O)N3CCOCC3)CC2)cc2sccc21
#26 Cc1cccc(NC(=S)NCc2cccn2C)c1
#27 CCn1c(SCc2ccc(C(=O)Nc3nccs3)cc2)nnc1-c1ccc(NC(C)=O)cc1
#28 CC(C)N1CC=C2C(C#N)=C(N)C(C#N)(C#N)[C@H](c3ccoc3)[C@H]2C1
#29 Cc1nc2ccc(C(=O)N3CCN(c4ccccc4)CC3)cc2s1
#30 CCCn1nnnc1-c1cccc(Cl)c1
#31 COc1ccc(C2c3c(oc4ccccc4c3=O)C(=O)N2c2ccc(C)cn2)cc1OC (configuration not stated)
#32 CCN1C(=O)/C(=C/c2ccc(C)s2)NC1=S
entry no.,25,26,27,28,29,30,31,32
sEH activator,.,-5,4,-4,-6,14,5,-2
PTPN22 act,.,6,8,2,0,12,2,5
PostGolgi ctrl,6,4,4,20,.,-1,16,14
S1P2 agonist,.,-4,-5,2,0,-6,-3,-4
sEH inh,.,2,-4,8,8,-13,-5,3
HUVEC inhibit,97,102,.,.,99,.,96,97
H69AR inhibit,93,99,.,.,92,.,53,4.1*
Fibroblast inh,100,93,.,.,106,.,95,102
S1P2 antag,.,1,-7,-12,-17,10,2,-14

Part of the list above, limited to PTPN22 act, Fibroblast inh and sEH inh:
cpd | structure | PTPN22 act | Fibroblast inh | sEH inh
27 | CCn1c(SCc2ccc(C(=O)Nc3nccs3)cc2)nnc1-c1ccc(NC(C)=O)cc1 | 8 | . | -4
28 | CC(C)N1CC=C2C(C#N)=C(N)C(C#N)(C#N)[C@H](c3ccoc3)[C@H]2C1 | 2 | . | 8
29 | Cc1nc2ccc(C(=O)N3CCN(c4ccccc4)CC3)cc2s1 | 0 | 106 | 8
30 | CCCn1nnnc1-c1cccc(Cl)c1 | 12 | . | -13
31 | COc1ccc(C2c3c(oc4ccccc4c3=O)C(=O)N2c2ccc(C)cn2)cc1OC (configuration not stated) | 2 | 95 | -5
32 | CCN1C(=O)/C(=C/c2ccc(C)s2)NC1=S | 5 | 102 | 3

Next compounds.
#33 CCC1CCCCN1CCCNC(=O)c1cn(CC(C)C)c(=O)c2cc(OC)c(OC)cc12 (configuration not stated)
#34 O=C1C(Cl)=C(NCCc2ccccc2)C(=O)N1CCc1ccccc1
#35 CC1CCCN(C(=O)COC(=O)c2ccc[nH]c2=O)C1 (configuration not stated)
#36 Cc1cccc(N(CC(=O)NC2CCCC2)C(=O)CS(=O)CC(=O)Nc2ccc3c(c2)OCO3)c1 (configuration not stated)
#37 COC(=O)CN1CCN(C(c2ccccc2)c2ccccc2)CC1
#38 Cc1cc(C)nc(/N=C2/NC(=O)CS2)n1
#39 Cc1cc(C(=O)Nc2nc3c(s2)CCCC3)cs1
#40 CCC1(N(C(C)=O)c2ccc(OC)cc2)C(=O)c2ccccc2C1=O
entry no.,33,34,35,36,37,38,39,40
sEH activator,-42,4,2,.,-4,10,.,-8
PTPN22 act,-17,-1,1,.,-1,1,.,13
PostGolgi ctrl,8,11,-7,7,5,8,12,6
S1P2 agonist,-4,-6,-3,.,-15,-12,.,-5
sEH inh,42,-1,-4,.,4,-10,.,9
HUVEC inhibit,84,100,103,99,89,95,66,94
H69AR inhibit,96,95,93,99,99,100,69,110
Fibroblast inh,98,100,93,104,105,95,93,90
S1P2 antag,-1,6,21,.,-2,5,.,2

#41 CCOC(=O)c1sc(NC(=O)/C=C/c2cnn(C)c2C)c(C(=O)OCC)c1C
#42 CNC(=O)c1csc(-c2ccncc2)n1
#43 CC(C)CCn1c(CN2CCN(Cc3ccccc3)CC2)nc2c1c(=O)[nH]c(=O)n2C
#44 COC(=O)CN(C(=S)Nc1ccc(F)cc1)C1CC(=O)N(c2ccc(OC)cc2)C1=O (configuration not stated)
#45 CCOC(=O)C1CCCCN1C(=O)CCc1c(C)nc2cc(-c3ccccc3)nn2c1C (configuration not stated)
#46 Cc1cc(OCCOCCN2CCCC2)ccc1C(C)C
#47 Cc1cc(C)nc(SCc2cccc(C(=O)O)c2)n1
#48 CCOC(=O)c1nc(-c2ccccc2)oc1N(C)C
entry no.,41,42,43,44,45,46,47,48
sEH activator,8,-12,.,5,.,7,-5,.
PTPN22 act,-7,-6,17,-3,5,2,-1,.
PostGolgi ctrl,16,5,-1,1,77*,5,4,27
S1P2 agonist,-6,-13,-8,-6,-4,-1,-9,.
sEH inh,-7,11,.,-5,.,-7,7,.
HUVEC inhibit,.,.,99,.,74,93,93,99
H69AR inhibit,.,.,73,.,51,99,105,100
Fibroblast inh,.,.,104,.,89,99,95,104
S1P2 antag,-5,-7,10,46,-497,-13,1,.

#49 CCOc1ccc(N2CC(C(=O)Nc3ccc(N4CCOCC4)cc3)CC2=O)cc1 (configuration not stated)
#50 Cc1ccc(S(=O)(=O)N2CCN(C(=O)COc3ccc(NC(=O)c4ccco4)cc3)CC2)cc1
#51 O=C(C(Cc1ccccc1)N1C(=O)C2C3C=CC(C3)C2C1=O)N1CCCCC1 (configuration not stated)
#52 Cc1cccc(NC(=O)NC(C)C(c2cccs2)N2CCOCC2)c1 (configuration not stated)
#53 Cn1c(SCC(=O)NCCN2C(=O)CSC2=O)nc2ccccc2c1=O
#54 Cc1ccc(CN(Cc2cc3cc4c(cc3[nH]c2=O)OCCO4)Cc2nnnn2Cc2ccco2)cc1
#55 Cc1nn(-c2ccccc2)c(N)c1C(O)(CSc1nccn1C)C(F)(F)F (configuration not stated)
#56 O=C(N1CCOCC1)C1(c2ccccc2)CCCCC1
entry no.,49,50,51,52,53,54,55,56
sEH activator,-1,-14,-7,.,.,-2,-3,-4
PTPN22 act,8,5,-7,4,-12,-5,-4,6
PostGolgi ctrl,.,-4,3,3,-1,-1,2,42*
S1P2 agonist,-6,-4,-2,-5,-8,-7,-4,-2
sEH inh,2,14,10,.,.,0,4,7
HUVEC inhibit,94,88,.,92,95,75,.,101
H69AR inhibit,97,37*,.,95,96,67,.,108
Fibroblast inh,93,106,.,93,96,89,.,107
S1P2 antag,7,3,-21,-1,17,26,2,-15

Bioassay records deposited in PubChem by several laboratories.
